MITF TRPM1 HTS: increases MITF-driven TRPM1 promoter luciferase signal. SK-MEL-5 TRPM1-promoter luciferase, 24 h; % of positive control, neutral wells = 0. activation, % at 12.5 µM. 300,000 tested, 0.75% active. AID 588334;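 active means mean activation of at least 80% with every replicate also reaching 80%; inconclusive means mean reaches 80% but some replicate falls short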;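 further: 0% = neutral control wells and 100% = parthenolide positive control wells; values of inactives mirror those of a sister screen read the other way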
CAL PDZ FP-1: blocks peptide binding to the human CAL PDZ domain | Q9HD26 | purified CAL PDZ, TMR-peptide fluorescence polarization, 1 h | inhibition, % at 24.9 µM | 300,000 tested, 0.92% active | AID 602252;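 active means mean inhibition of at least 30% with at least half of replicates also reaching 30%; inconclusive means no clear call, values can overlap the other calls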;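 further: 0% = DMSO neutral control and 100% = excess unlabeled competitor peptide PRC23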
NSD2 HMT inh: NSD2 (human) methyltransferase inhibition; NSD2 peptide methylation, AlphaScreen, 120 min; 310,000 tested, 0.54% active; inhibition, % at 12.5 µM; O96028; in the data active means inhibition above about 50%
PvdQ acylase: P. aeruginosa PvdQ acylase inhibition; purified PvdQ acylase, fluorescence plate reader; inhibition, % at 10 µM; 340,000 tested, 0.063% active; AID 488965; in the data active means inhibition above about 30%, passing the limit was not always enough; inconclusive means no clear call, values can overlap the other calls;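 further: 0% = vehicle neutral wells and 100% = reference inhibitor wells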
Rtt109 HAT inh: C. albicans Rtt109 histone acetyltransferase inhibition | AID 540336 | 330,000 tested, 0.16% active | inhibition, % at 34.9 µM | purified Rtt109/Vps75, ThioGlo CoA-SH fluorescence, 4 h | Q5AAJ8;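 active means inhibition of at least 50% in every replicate; inconclusive means best replicate reaches 50% inhibition but some replicates fall short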
Target sequence (Q5AAJ8 whole entry, looked up): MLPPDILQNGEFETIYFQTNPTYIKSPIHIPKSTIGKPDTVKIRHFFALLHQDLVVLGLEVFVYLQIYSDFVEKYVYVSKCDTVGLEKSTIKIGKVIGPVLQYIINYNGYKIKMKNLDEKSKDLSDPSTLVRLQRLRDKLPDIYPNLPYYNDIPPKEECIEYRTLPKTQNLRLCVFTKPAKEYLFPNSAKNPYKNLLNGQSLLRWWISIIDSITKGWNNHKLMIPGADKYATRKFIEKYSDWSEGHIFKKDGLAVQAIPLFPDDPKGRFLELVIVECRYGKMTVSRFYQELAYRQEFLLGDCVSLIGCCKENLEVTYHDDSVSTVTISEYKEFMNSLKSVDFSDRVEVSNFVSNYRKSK
PfHsp90 set2: inhibits growth of yeast expressing Plasmodium falciparum Hsp90; 310,000 tested, 0.32% active; S. cerevisiae expressing PfHsp90, BacTiter-Glo ATP, 48 h; yeast lacking PDR1 and PDR3 efflux regulators; AID 504621; inhibition, % at 9.4 µM;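 active means every replicate shows inhibition above about 80%, whatever the replicate mean, limit read from the data; inconclusive means mean inhibition reaches the set limit but some replicate falls short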;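 further: 0% = DMSO neutral controls and 100% = 20 µM radicicol positive controls; yeast relying on Plasmodium falciparum Hsp90 in place of its own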
SR-BI DiI-HDL act: SR-BI HDL lipid transfer activation; activation, % at 12.5 µM; AID 504775; CHO ldlA[mSR-BI] cells, DiI-HDL uptake fluorescence, 3 h; 100 = double the neutral-control signal; 320,000 tested, 0.096% active;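 active means mean replicate activation of at least 60% and every replicate at or above 60%; inconclusive means mean or all-replicate condition met, but not both; inactive means mean below 60% and not all replicates reaching 60%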;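 further: 0% = median plate neutral-control signal and 100% = twice that signal; values of inactives mirror those of a sister screen read the other way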
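material = CHO ldlA[mSR-BI] cells | medium = Ham's F12 with 0.5% BSA, HEPES 25 mM, pH 7.4 | reagent = fluorescent DiI-HDL, 10 µg/mL final | compound dosing = single-point compound dose | incubation = 3 h, 37 °C | measured by = bottom-read fluorescence, 550/595 nm | measure = HDL uptake via cellular fluorescence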
dFosB act: enhances mouse delta FosB homodimer DNA binding; P13346; purified delta FosB, TAMRA-CDK5 oligo fluorescence polarization; percent of positive-control signal above neutral wells; activation, % at 25 µM; 340,000 tested, 0.99% active;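 active means mean activation above about 17%, with every replicate also reaching it, limit read from the data, passing the limit was not always enough; inconclusive means only one of the two conditions met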;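 further: fluorescence polarization rise as delta FosB binds a TAMRA Cdk5 AP-1 oligo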
SR-BI HDL uptake: mouse SR-BI HDL lipid transfer inhibition; Q61009; ldlA[mSR-BI] CHO cells, DiI-HDL uptake fluorescence, 3 h; inhibition, % at 12.5 µM; 320,000 tested, 0.96% active; AID 488896;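 active means mean replicate inhibition of at least 70% and a set share of replicates each scoring 70 or more; inconclusive means meets just one of the two criteria; inactive means fails both criteria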;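 further: 0% = median of neutral control wells and 100% = median of positive control wells; values of inactives mirror those of a sister screen read the other way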
Target sequence (Q61009 whole entry, looked up): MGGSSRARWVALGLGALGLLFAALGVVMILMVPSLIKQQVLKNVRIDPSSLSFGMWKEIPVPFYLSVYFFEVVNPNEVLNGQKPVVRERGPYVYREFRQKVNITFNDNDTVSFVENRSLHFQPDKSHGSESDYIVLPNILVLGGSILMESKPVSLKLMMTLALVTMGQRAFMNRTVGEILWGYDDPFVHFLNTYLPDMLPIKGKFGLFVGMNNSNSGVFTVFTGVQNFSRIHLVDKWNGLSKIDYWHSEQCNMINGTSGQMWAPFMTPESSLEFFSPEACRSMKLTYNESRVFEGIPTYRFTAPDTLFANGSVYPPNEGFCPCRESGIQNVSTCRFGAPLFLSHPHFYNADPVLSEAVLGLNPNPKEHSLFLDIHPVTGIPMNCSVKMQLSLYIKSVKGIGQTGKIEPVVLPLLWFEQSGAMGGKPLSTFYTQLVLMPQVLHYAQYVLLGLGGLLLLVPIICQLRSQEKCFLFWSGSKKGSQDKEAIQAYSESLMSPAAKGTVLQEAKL
CAL PDZ FP-2: inhibitors of human CAL PDZ peptide binding | 330,000 tested, 0.02% active | purified CAL PDZ, TMR-peptide fluorescence polarization, 1 h | Q9HD26 | AID 504414 | inhibition, % at 20 µM;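 active means highest replicate inhibition of at least 40%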;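 further: plate controls were DMSO neutral control wells for no effect and unlabeled competitor peptide control wells for full effect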
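Test system: tagged CAL PDZ domain / Buffer or medium: sodium phosphate/NaCl buffer pH 7.4 with TCEP, IgG, Thesit / Reagent: TMR-labelled reporter peptide T*-PRC34 bound in PDZ groove / Compound dosing: single point, 20 µM / Schedule: 1 h incubation at room temperature before polarization reading / Technique: fluorescence polarization (mP) / Benchmarks: unlabelled peptide, DMSO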
* hit, by the source's call; ? = inconclusive; . = no result given; + = active, no number.

SMILES	MITF TRPM1 HTS	CAL PDZ FP-1	NSD2 HMT inh	PvdQ acylase	Rtt109 HAT inh	PfHsp90 set2	SR-BI DiI-HDL act	dFosB act	SR-BI HDL uptake	CAL PDZ FP-2
CNC(=S)Nc1ccc(-c2nc3ccc(C)cc3s2)cc1	78	7	-3	2	13	-17	-69	2	69	0.2
CC(=O)Nc1ccc(S(=O)(=O)NCCC(=O)Nc2cccc(Cl)c2)cc1	4	-10	-3	-15	-7	-1	.	-1	.	-2.6
C=CCn1c(C2CCCCC2)n[nH]c1=S	-1	7	.	-5	8	1	15	12	-15	-0.6
Cc1cccc(C=NOCCc2ccccc2)n1	73	.	-3	-5	-4	.	17	-4	-17	1.4
Cc1ccccc1C(=O)NC1CCN(Cc2nnnn2CCc2ccccc2)CC1	.	-2	1	-17	6	7	-3	-6	3	-0.3
COc1cccc(NS(=O)(=O)c2ccc3c(c2)N(C(C)=O)CCS3)c1	0	0	2	-7	-1	3	.	-11	.	-2.2
Cc1cccc(-c2c3c(=O)n(C)c(=O)n(C)c3cn2C(C)C)c1	5	2	-16	9	7	8	-12	0	12	-0.6
CC1CCC/C(=N\NC(=O)COc2ccc(Cl)cc2Cl)C1 (stereo unspecified)	3	.	-3	-13	-5	11	-7	-4	7	-0.6
Cc1ccccc1OCC(=O)Nn1c(COc2ccccc2)nc2ccccc2c1=O	-8	-3	0	8	14	-11	-6	-4	6	.
O=C(NCc1ccco1)C1CCCN1C(=O)NCc1ccccc1 (stereo unspecified)	.	-4	1	-2	6	.	13	4	-13	-1.1
N/C(=N\OC(=O)CCc1ccccc1)c1cccnc1	-5	3	15	8	2	-6	9	-10	-9	-0.4
CN(C(=O)Nc1cccc(C(F)(F)F)c1)C1CCCCC1	21	-3	0	-15	-5	9	22	5	-22	-0.8
CCCN1C(=O)CC(=O)N=C1SCC(=O)Nc1ccccc1F	1	.	-2	-9	-1	0	7	-2	-7	1.3
c1ccc(-c2nn3c(Cn4nnc5ccccc54)nnc3s2)cc1	12	-4	.	4	37	-27	-13	-15	13	-3.4
CCCCOc1ccc(Br)cc1/C(C)=N/NC1=NCCN1	-80	-2	21	-50	8	3	.	-4	.	-5.0
C=CCc1ccc(O)c(-c2ccc(O)c(CC=C)c2)c1	.	4	.	-16	22	-49	-24	2	24	-0.2
COc1cc(C=O)ccc1OS(=O)(=O)c1ccccc1[N+](=O)[O-]	18	-3	1	-8	5	21	4	0	-4	-1.8
O=C(CSc1ccc2nnc(-c3cccnc3)n2n1)Nc1ccc(F)cc1F	-3	0	0	5	9	5	-2	-8	2	-2.6
COc1cccc(Nc2nc3ccccc3nc2NS(=O)(=O)c2ccc(NC(C)=O)cc2)c1	-9	2	-1	-7	13	-14	-17	-1	17	-1.7
O=C(COc1ccccc1F)NCCc1ccc2c(c1)OCCO2	-7	0	-3	-15	-10	0	-8	1	8	-0.4
CN(C)c1ccc(NC(=O)C2C3C=CC(C3)C2C(=O)O)cc1 (stereo unspecified)	20	9	.	-12	1	28	16	12	-16	-1.7
O=C(NCCc1ccccc1)C(=O)NCC1OCCN1S(=O)(=O)c1ccc(Cl)cc1 (stereo unspecified)	-8	-6	.	-8	1	-26	0	-3	0	-2.0
CC(NC(=O)c1ccc(C(F)(F)F)cc1)C(c1ccccc1)N1CCOCC1 (stereo unspecified)	8	1	-32	9	.	-8	-6	1	6	-0.1
Nc1cnccc1C(=O)O	12	-2	16	-11	7	2	14	-3	-14	0.0
CCOC(=O)c1cc(-c2csc(COc3ccccc3Cl)n2)on1	-11	-1	-3	-8	3	-20	7	0	-7	0.6
O=C(NCc1ccco1)NC(=O)c1csc([N+](=O)[O-])c1	.	.	3	-7	-5	-4	1	1	-1	-0.3
CC(C)C(=O)Nc1cc(-c2nc3ncccc3o2)ccc1Cl	4	.	-1	-11	-2	-26	-6	-5	6	-0.4
Cc1cccc(NC(=O)[C@H](NC(=O)[C@@H]2Cc3ccccc3CN2)c2ccccc2)c1	-6	1	-8	-7	-2	-11	0	4	0	-2.6
Cc1ccccc1Cn1nnc(-c2ccc(F)cc2)n1	0	-4	-5	-3	-1	-36	-9	-1	9	-0.6
CCOC(=O)c1c(C)[nH]c(C(=O)COc2ccc3ccc(=O)oc3c2)c1C	-2	-5	1	-18	-4	-21	12	-19	-12	0.1
Cc1cc(NNC(=O)c2ccccc2)nc(NNC(=O)c2ccccc2)n1	1	-4	1	-4	-4	-26	34	-5	-34	0.7
Cc1ccc(NC(=O)Nc2nnc(-c3ccccc3F)s2)cc1	48	-2	-1	-10	-15	-20	-1	4	1	-0.9
Cc1ccc(Cl)cc1NC(=O)CCn1cccc1	4	-4	9	-3	2	-2	.	-1	.	-1.1
O=C1C=C(c2cc(F)ccc2F)C[C@@H](c2ccc(Cl)cc2)C1	25	0	.	13	-5	-35	-29	4	29	-1.4
O=C(C1CCCO1)N1CCN(C(=S)Nc2ccccc2Cl)CC1 (stereo unspecified)	6	3	-1	5	-7	-1	6	1	-6	-0.8
Cc1ccsc1CN(C)CC(=O)Nc1cccc(S(=O)(=O)N(C)c2ccccc2)c1	3	-3	-2	-7	1	.	-7	-12	7	-1.2
O=C1NCCc2c1[nH]c1c(Cl)ccc(Cl)c21	12	-7	-3	-1	-1	-16	-27	-2	27	0.8
O=C(NCc1ccco1)C1CC(O)CN1C(=O)Nc1ccccc1 (stereo unspecified)	11	-2	-1	-7	-3	20	.	3	.	-2.7
CC(C)Oc1cccc(C(=O)C2CCCN(S(C)(=O)=O)C2)c1 (stereo unspecified)	9	-3	0	-22	-4	9	-6	-6	6	-1.5
O=C(COc1ccc(/C=N/NC(=O)C(=O)N2CCCCC2)cc1)Nc1ccccc1Cl	39	-1	1	5	15	-2	-15	-4	15	1.2
COc1cccc2cc(C(=O)N3CCN(c4ccccn4)CC3)c(=O)oc12	.	1	1	-9	-3	18	-13	-8	13	-2.0
O=C(CCNS(=O)(=O)c1ccccc1)NCC1CCCCC1	9	-2	1	8	26	-9	26	-1	-26	-3.0
COCCN(C(=O)C1=COCCO1)c1c(N)n(CC(C)C)c(=O)[nH]c1=O	6	.	-1	-9	-9	-21	-1	4	1	0.3
Cc1ccc(C(=O)/C=C/Nc2ccc(S(=O)(=O)Nc3onc(C)c3C)cc2)cc1	11	-2	6	-10	?	-26	10	0	-10	-1.3
COc1cc2c(cc1NC(=O)Nc1ccccc1)oc1ccccc12	19	-3	0	-12	-7	26	-89	19*	89*	-1.1
COc1ccccc1C(=O)Nc1ccccc1N1CCOCC1	-3	-12	-1	-10	3	-1	-68	4	68	-1.3
O=C(Nc1nc2ccccc2[nH]1)c1cccs1	62	-3	1	-4	-3	9	5	-2	-5	-0.9
Cc1ccccc1OCC(=O)NCC1CCCO1 (stereo unspecified)	6	-1	1	-20	-14	10	6	7	-6	.
O=C(c1ccccc1)c1ccc(-c2ccc(O)cc2)cc1	24	.	-2	-14	-5	-9	-10	-2	10	-2.0
Cc1cc(NC(=O)CCCN2C(=O)c3cccnc3C2=O)no1	-1	-1	.	13	6	1	43	-1	-43	1.2
O=C1C2C(c3ccccc3)C=CC(c3ccccc3)C2C(=O)N1C1CCCCC1 (stereo unspecified)	.	.	-2	-16	1	8	-30	5	30	-0.2
O=C(O)COc1nsnc1N1CCOCC1	.	-2	-5	3	-7	.	42	1	-42	-1.7
N[C@@H](Cc1ccccc1)C(=O)N1CCOCC1	-8	0	.	-11	-4	7	15	-9	-15	-0.2
O=C(COC(=O)c1cnccn1)Nc1cccc2ccccc12	6	-2	-3	-4	-5	.	5	-2	-5	0.2
COc1cc(C(C#N)N2CCCCC2)ccc1O (stereo unspecified)	-7	9	-5	-13	-4	36	10	3	-10	0.0
Cc1ccc(/C=C2/C(=O)c3ccc(C(=O)O)cc3C2=O)o1	1	0	.	-5	18	16	10	-7	-10	.
CC(=O)C(Sc1ccc2nnc(-c3ccncc3)n2n1)C(C)=O	4	.	.	1	18	15	.	-1	.	-0.2
Cc1nc(CCNC(=O)CC2C(=O)NCCN2Cc2ccccc2)sc1C (stereo unspecified)	5	-3	1	4	12	-8	11	-2	-11	-1.6
Cc1ccc(-c2ccc(S(=O)(=O)NCc3ccco3)cc2)cc1	1	+	-2	-9	-4	8	10	-10	-10	0.0
Cn1nnnc1SCC(=O)Nc1cc(C(C)(C)C)nn1-c1ccccc1	-1	-5	-2	-12	-5	1	12	2	-12	0.0

An excerpt from above with just NSD2 HMT inh.
compound | NSD2 HMT inh
Cn1nnnc1SCC(=O)Nc1cc(C(C)(C)C)nn1-c1ccccc1 | -2
O=C(COC(=O)c1cnccn1)Nc1cccc2ccccc12 | -3

Further records:
SMILES	MITF TRPM1 HTS	CAL PDZ FP-1	NSD2 HMT inh	PvdQ acylase	Rtt109 HAT inh	PfHsp90 set2	SR-BI DiI-HDL act	dFosB act	SR-BI HDL uptake	CAL PDZ FP-2
CSCC[C@H](NC(=O)c1cccc(S(=O)(=O)N2CCCCCC2)c1)c1nc2ccccc2[nH]1	1	.	-1	-12	5	.	-7	-1	7	-1.1
COc1ccc(S(=O)(=O)NC(C)C(=O)NCc2ccncc2)cc1C (stereo unspecified)	-9	-2	-7	1	-5	37	-2	3	2	-1.1
Cc1ccccc1N(CC(=O)N/N=C/c1cc(C)n(-c2ccccc2C)c1C)S(C)(=O)=O	9	-3	-1	-9	5	36	0	-7	0	-0.1
COc1cc(OC)c(CN2CCN(c3ccc(F)cc3)CC2)cc1Br	.	6	4	-24	-7	.	-5	-4	5	-0.3
COc1ccc(CCC(=O)Nc2ccccc2C(F)(F)F)cc1	-1	-3	1	13	1	0	-14	4	14	-0.4
Cn1cc(S(=O)(=O)NC2CCCCC2)c(=O)n(C)c1=O	-10	-3	-1	-9	-23	.	12	1	-12	-1.5
CC(C)=C1C2C=CC1C(C(=O)Nc1cc(C)ccc1C)C2C(=O)O (stereo unspecified)	-14	.	-1	14	-1	-14	21	-9	-21	-2.0
CCCCCCOC(=O)C(C#N)c1nc2ccccc2nc1N1CCN(CC)CC1 (stereo unspecified)	11	2	24	-3	-11	27	-45	-9	45	-0.7

From PubChem
